# Source: PubChem BioAssay
# EWS-Fli inh: EWS/Fli transcriptional activity inhibition. A673 NR0B1-luciferase reporter, viability-normalised. inhibition, % at 12.6 µM. 350,000 compounds, 0.67% hits. AID 651661;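 active means mean inhibition of at least 50% after viability correction, with every replicate also passing that limit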;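 further: firefly luciferase signal divided by Alamar Blue viability fluorescence both relative to DMSO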
# Casp6 inh: blocks human caspase-6 cleavage activity; inhibition, % at 12.5 µM; 350,000 compounds, 0.53% hits; P55212; AID 686996; purified caspase-6, Z-VEID-R110 cleavage fluorescence;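 active means mean inhibition across replicates at least about 35%, with every replicate also reaching that limit, limit read from the data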;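 further: 0% = median of neutral control wells and 100% = no fluorescence left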
# Target sequence (P55212 24-179 limits assumed): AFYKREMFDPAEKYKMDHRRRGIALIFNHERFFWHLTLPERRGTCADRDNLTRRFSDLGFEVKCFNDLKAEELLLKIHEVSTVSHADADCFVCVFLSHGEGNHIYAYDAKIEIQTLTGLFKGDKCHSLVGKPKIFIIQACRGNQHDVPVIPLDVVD
# Target sequence (P55212 194-293 limits assumed): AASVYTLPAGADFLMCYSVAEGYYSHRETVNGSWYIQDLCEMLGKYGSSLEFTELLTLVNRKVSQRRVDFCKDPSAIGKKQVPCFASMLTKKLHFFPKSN
# miR122 inh: inhibitors of miR-122 in Huh7 cells; Huh7 miR-122 Renilla luciferase sensor, 48 h; neutral wells = 0, positive control = 100; activation (reporter increase), % at 12.5 µM; 340,000 compounds, 0.3% hits; AID 602342;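 active means mean replicate activation score at least 90 and every replicate individually at or above 90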;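 further: higher luciferase means less miR-122 activity so hits act as miR-122 inhibitors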
# PAX8 reporter: inhibitors of PAX8 transcriptional activity in RMG-I cells | inhibition, % at 12.6 µM | RMG-I TPO-luciferase reporter, SteadyGlo, 24 h | 360,000 compounds, 1.2% hits;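 active means mean replicate inhibition at least 60% with every replicate also reaching 60%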;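 further: luciferase light reporting Pax8 driven TPO promoter activity; plate controls were median of neutral control wells for no effect and mitoxantrone controls for full effect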
# FN deposition inh: fibronectin deposition inhibition. inhibition, % at 12.6 µM. AH1F fibroblasts, Alexa488-fibronectin deposition fluorescence, overnight. 350,000 compounds, 0.086% hits;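 active means mean inhibition across replicates of 30% or more, regardless of how many single replicates reach that level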;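 further: positive control wells lacked labelled fibronectin entirely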
#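 test system = AH1F fibroblasts assembling fluorescent fibronectin matrix | quantity = 10000 AH1F cells per well | buffer or medium = DMEM plus 2% serum, read in PBS | doses = single dose, pinned | incubation = 1 h cell attachment, overnight exposure to compound and label | detection = fluorescence at 485 nm excitation, 525 nm emission | read-out basis = inhibition from reduced deposited-fibronectin fluorescence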
# LGR2 inh: blocks bursicon-induced cAMP signaling via Drosophila LGR2; AID 720647; inhibition, % at 9.99 µM; 380,000 compounds, 0.35% hits; HEK293 LGR2, CRE-luciferase, bursicon-stimulated, 4 h;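 active means drop in luminescence signal, shown as inhibition above about 50% in the replicate tests, limit read from the data, passing the limit was not always enough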;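 further: agonist challenge used bursicon conditioned medium at about half maximal strength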
# Cneo AK release: causes C. neoformans cell lysis. adenylate kinase release luminescence, 4 h; normalised: neutral wells 0, clomiphene wells 100. lysis activity, % at 15 µM. 360,000 compounds, 0.2% hits. AID 651654;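 active means mean lysis activity across replicates of at least 80%, whatever share of replicates individually reach that level; inactive means mean lysis activity below 80%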
#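 Test system: log-phase Cryptococcus neoformans yeast cells; Quantity: yeast cell density of 5 × 10^6 cells/mL; Buffer or medium: YPD; Doses: single compound concentration per well; Timing: 4 h at 37 °C static, read 1 h later; Measured by: AK luminescence; Read-out basis: lysis from increased AK signal; Control set: Clomiphene as positive control.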
# PGC1a acetyl inh: modulators of PGC1a acetylation; 350,000 compounds, 0.17% hits; AID 651687; U2OS PGC1a acetylation, AlphaScreen anti-acetyl-lysine; with virally co-expressed GCN5 acetyltransferase; inhibition, % at 15.6 µM;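 active means every replicate shows inhibition of at least 40%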;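 further: 0% = neutral control wells and 100% = positive control wells; some results beyond the cut were filed as inactive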
# Numbers without * were called inactive; . = not tested or not shown; & = joins results of further samples; [ ] = dose if it differs, or a comment.
SMILES,EWS-Fli inh,Casp6 inh,miR122 inh,PAX8 reporter,FN deposition inh,LGR2 inh,Cneo AK release,PGC1a acetyl inh
Cc1nc2ccccc2c(=O)n1/N=C/c1c(O)ccc2ccccc12,-9,4,.,15,10,-12,.,7
COc1cc2c(cc1OC)C(C)N(C(=O)c1ccc(C)o1)CC2 (centres undefined),-1,-4,.,8,5,-3,-11,.
COc1ccc(NC(=O)CCCC2CCCCC2)c(OC)c1,-8,0,-4,-16,.,-29,-5,1
Cc1ccc(NC(C(N)=O)c2c(C)[nH]c(=O)[nH]c2=O)cc1 (centres undefined),.,.,-8,8,-3,.,0,0
O=C1Nc2ccc(Cl)cc2C(C#CC2CC2)(C(F)(F)F)O1 (centres undefined),-1,2,-7,-6,5,16,0,18
N#Cc1ccc(OCC(=O)Nc2ccc3[nH]c(=O)[nH]c3c2)cc1,-3,0,-1,-8,-3,3,1,2
C=CCNC(=O)CCNS(=O)(=O)c1ccc(Br)cc1,.,.,-1,.,-3,.,0,4
CCCCCCCCN1C(=O)[C@H](CC(=O)NCCCC)C[C@@]2(C(=O)OCC)CCCC=C12,15,2,.,16,16,15,.,.
COc1cccc(NC(=O)CSc2nccn(-c3ccc4c(c3)OCCO4)c2=O)c1,-1,-1,-9,-4,2,13,-2,-13
CCC(=O)N1Cc2cc(C(=O)N3CCN(C)CC3)nc(-c3cccc(-c4cccnc4)c3)c2[C@H]1CCO,-11,-5,.,-2,3,-1,.,-12
COc1ccc(OC(=O)Nc2ccc([N+](=O)[O-])cc2OC)cc1,3,2,.,0,-2,5,1,.
CCOc1ccccc1-n1c(SCC(=O)N(C(C)C)C(C)C)nnc1-c1cccnc1,.,0,-2,.,6,.,1,-10
C[C@@H]1CN([C@@H](C)CO)C(=O)CCCn2nncc2CO[C@@H]1CN(C)C(=O)c1ccc(N2CCN(C)CC2)cc1,-5&2&-3,-7&-2&6,-7,6&2,-1&7,11&-2,-1&-2&-14,3&0&0
O=C(CC1Nc2cccc3cccc(c23)NC1=O)Nc1ccc(F)cc1 (centres undefined),8,1,1,17,9,-14,-2,-1
CCc1cc2c(cc3c(=O)n(CC(=O)N4CCN(c5ccccn5)CC4)nc(CC)n32)s1,0,1,-7,.,.,-15,0,-3
CC(=O)c1ccc(OCC(=O)OC(C)C(=O)NC2CCCCC2)cc1 (centres undefined),2,-1,-1,17,6,-3,-1,1
COC(=O)c1sc2nc(C)cc(C)c2c1N,-15,-2,0,-31,-6,-20,1,6
Cc1ccc(OCC(=O)N2CCc3ccccc3C2)c(Br)c1,-58,3,-2,-58,-2,-24,-3,3
CC(C)NC(=O)c1onc(CSc2cccc(Cl)c2)c1C(=O)O,2,-2,.,-9,-9,-1,27,.
CCOc1c2c(nc3ccc(Cl)cc13)CCC2,.,.,-7,.,-6,.,9,-13
COc1ccc(CNC(=O)COC(=O)c2ccco2)cc1,7,1,.,3,5,6,.,.
CCOC(=O)[C@]12CCCC=C1N(Cc1ccc(Cl)cc1Cl)C(=O)[C@H](CC(=O)N1CCN(C(=O)C3CC3)CC1)C2,12,3,.,-3,-2,12,.,.
COc1ccc(NC(=O)CSc2nnc(-c3cnccn3)n2C)cc1OC,.,1,-10,-26,-3,-4,0,8
C[C@@H]1CN([C@@H](C)CO)C(=O)c2cc(NC(=O)Cn3cnnn3)ccc2O[C@H]1CN(C)Cc1ccccc1,1,-4,-2[16.7 µM],-6,.,-4,2,.
CCCCC1(C(=O)OC)NC(c2ccc(O)cc2)C2C(=O)N(c3ccccc3)C(=O)C21 (centres undefined),5,-3,1,-28,-2,2,-1,12
O=C(COc1ccc([N+](=O)[O-])cc1)Nc1ccc(N2CCCC2)cc1,-3,-2,.,5,-2,6,.,.
Cc1ccc(-n2c(SCC(=O)NCCN3C(=O)CSC3=O)nnc2-c2ccccc2)cc1,12,4,.,-3,1,10,.,.
CC(C)c1cn(CC[C@@H]2CC[C@@H](NS(=O)(=O)c3ccc(Cl)cc3)[C@@H](CO)O2)nn1,-6,0,.,-6,.,-5,1,0
Cc1cc(C(=O)NCc2ccccc2)c(=O)[nH]c1C,.,.,2,.,-29,.,-2,3
COc1ccc2c3c(n(C)c2c1)[C@H](CO)N(C(=O)Nc1ccc(F)cc1)CC31CCN(C(=O)NC(C)C)CC1,-1,-2,.,.,.,13,.,2
CCOC(=O)C1=CN(Cc2cccc(Br)c2)S(=O)(=O)N(C)C1C (centres undefined),-15,2,-1,-4,.,-6,-1,-9
CC1CCCCN1C(=O)CCc1nnc(Cc2c[nH]c3ccccc23)o1 (centres undefined),-9,0,.,5,10,24,.,.
CCNC(=O)Nc1ccc2c(c1)C(=O)N(C)[C@H]1CC[C@H](CC(=O)NCc3ccccc3F)O[C@@H]1CO2,-1,-2,-25[16.7 µM],-14,0,7,4,2
c1ccc(-n2c(-c3cccs3)nc3nc4ccccc4nc32)cc1,7,-1,.,26,2,.,.,.
CCOC(=O)N1CCN(C(=O)c2oc(=O)c3ccccc3c2-c2ccc(C)cc2)CC1,-5,0,.,10,3,-6,3,.
COc1ccc(C(=O)CSc2nc(C)cc(C)n2)cc1C,5,-2,3,7,6,1,3,19
COc1ccc([C@H]2CC(=O)C=C(c3ccc(CO)cc3)C2)cc1,-14,0,2,5,-12,2,0,-10
O=C(Nc1nc2ccccc2n1CCN1CCCC1)C1CCCCC1,.,.,-6,.,-7,.,-1,6
CC(C)COCC(O)CCC(=O)NNC(=S)Nc1ccccc1 (centres undefined),2,-4,.,24,-4,.,.,.
O=C(Nc1ccccc1N1CCOCC1)c1cc2ccccc2o1,-21,2,3,7,-9,-21,0,17

# Random excerpt: 5 entries already listed.
SMILES,EWS-Fli inh,Casp6 inh,miR122 inh,PAX8 reporter,FN deposition inh,LGR2 inh,Cneo AK release,PGC1a acetyl inh
COc1ccc2c3c(n(C)c2c1)[C@H](CO)N(C(=O)Nc1ccc(F)cc1)CC31CCN(C(=O)NC(C)C)CC1,-1,-2,.,.,.,13,.,2
Cc1cc(C(=O)NCc2ccccc2)c(=O)[nH]c1C,.,.,2,.,-29,.,-2,3
CCOC(=O)[C@]12CCCC=C1N(Cc1ccc(Cl)cc1Cl)C(=O)[C@H](CC(=O)N1CCN(C(=O)C3CC3)CC1)C2,12,3,.,-3,-2,12,.,.
CC(C)COCC(O)CCC(=O)NNC(=S)Nc1ccccc1 (centres undefined),2,-4,.,24,-4,.,.,.
C[C@@H]1CN([C@@H](C)CO)C(=O)c2cc(NC(=O)Cn3cnnn3)ccc2O[C@H]1CN(C)Cc1ccccc1,1,-4,-2[16.7 µM],-6,.,-4,2,.

# Later entries.
SMILES,EWS-Fli inh,Casp6 inh,miR122 inh,PAX8 reporter,FN deposition inh,LGR2 inh,Cneo AK release,PGC1a acetyl inh
C=CCN(C(=O)C1CSC2(C)CCC(=O)N12)c1nc(-c2ccccc2)cs1 (centres undefined),-18,5,.,-30,-2,-13,5,.
CC(=O)NCC1CCN(C(=O)C2CCC(=O)N(CCc3cccc(F)c3)C2)CC1 (centres undefined),.,-1,.,3,8,5,4,11
CCOC(=O)CCNC(=O)N1CCCC(N2CCN(c3ccc(OC)cc3)CC2)C1 (centres undefined),5,-1,-4,25,-3,-2,4,-2
CCN(CC)S(=O)(=O)c1ccc(N2CCOCC2)c(NC(=O)c2sccc2C)c1,11,0,2,31,-4,-13,4,7
Cc1ccc2sc(C)[n+](CCO)c2c1,6,1,-1,16,2,.,2,4
CN(C)CCCNCCCNC(=O)c1ccco1,-5,-236,3,-2&16,7&-3,14,1,-2
Cc1cc(Cl)ccc1OC(C)C(=O)OCC(=O)c1ccc[nH]1 (centres undefined),3,4,.,-6,4,4,0,.
CCCC(C(=O)NCCC(C)C)N(Cc1ccc(OC)cc1)C(=O)c1snc(C(N)=O)c1N (centres undefined),20,2,15,-1,-15,10,0,9
O=C(N=C1SC2CS(=O)(=O)CC2N1c1ccc(Cl)cc1)C1CCCO1 (centres undefined),.,2,2,10,-9,-17,.,-9
O=C1NC[C@H](CCCCN2C[C@H](Cc3ccc(O)cc3)N(CC3CCCCC3)C(=O)C2=O)N(CCc2ccccc2)C1=O,-6,13,.,8,-1,3,.,.
Cc1ccc(S(=O)(=O)Nc2cc(C(C(=O)OC(C)C)C(=O)C(F)(F)F)c(O)c3ccccc23)c(C)c1 (centres undefined),-7,-2,-7,33,4,.,-3,.
COc1ccc2c3c([nH]c2c1)[C@H](CO)N(C(=O)c1ccc(F)cc1)CC31CCN(C(=O)Nc2ccc(F)cc2)CC1,3,-2,.,7,.,-6,.,9
COC(=O)c1cc(OC)c(OC)cc1NC(=O)c1ccccc1,.,.,1,.,.,-5,4,-8
Cc1ccc(N(C)C(=O)C2CCCN2S(=O)(=O)c2cccc3nsnc23)cc1 (centres undefined),1,1,-2,13,-5,-4,-3,-16
COc1ccc(Br)cc1/C=C(\C(=O)O)c1ccc(S(=O)(=O)N2CCCCC2)s1,11,37*,.,7,-10,3,0,.
CC(C)[C@H](NC(=O)c1ccco1)C(=O)OCC(=O)N(C)c1ccccc1,-1,-2,-6,-5,4,-17,-1,0
CCOc1ccc(Oc2ccc(NS(=O)(=O)c3ccc(CCC(=O)O)cc3)cc2)cc1,7,19,1,9,-1,.,-1,-2
C[C@@H]1CN([C@@H](C)CO)C(=O)Cc2cc(NC(=O)Cc3cn(C)c4ccccc34)ccc2O[C@@H]1CN(C)Cc1ccc2c(c1)OCO2,2,-6,-5[16.7 µM],0,.,-21,51,-5
COc1cc(/C=C/C(=O)OC(C)C(=O)NC2CCCCC2C)cc(Cl)c1OC (centres undefined),3,3,4,8,-3,-9,-1,6
C[C@H]1CN([C@@H](C)CO)C(=O)c2cc(-c3ccc(F)cc3)cnc2O[C@@H]1CN(C)S(C)(=O)=O,-1,1,-7[16.7 µM],.,-5,5,0,-3
O=C(Nc1ccc(N2CCN(C(=O)c3ccc(Cl)cc3)CC2)cc1)c1cccs1,.,4,.,4,1,-6,0,.
O=C(C1CCOCC1)N1CC(=O)N2[C@@H](CO)[C@@H](c3ccc(C#CC4CC4)cc3)[C@@H]2C1,-6,2,.,-9,-7,5,.,8
COC(=O)Cc1csc(Nc2ccc(F)c(Cl)c2)n1,-54,7,0,-1,2,-20,.,-17
Cc1ccc(S(=O)(=O)N2[C@@H](c3ccc(Br)cc3)C(C(=O)O)=CC[C@H]2c2cccc(Cl)c2)cc1,3,1,-3,-11,2,-3,8,1
C[C@@H]1CN([C@@H](C)CO)C(=O)c2cc(NS(C)(=O)=O)ccc2O[C@@H](C)CCCCO[C@H]1CN(C)Cc1ccc(C(=O)O)cc1,-4,0,6[16.7 µM],-17,.,-2,-2,8
Cc1nn(C)cc1NC(=O)C[C@@H]1CC[C@H]2[C@H](COc3ccc(NC(=O)NC(C)C)cc3C(=O)N2C)O1,-2,0,-8[16.7 µM],4,7,-4,57,9
COC(=O)c1ccc(COc2ccc(-c3nnn(CC(=O)NC(C)(C)C)n3)cc2)cc1,.,.,0,-3,0,5,0,14
O=C(NCC1(c2ccccc2)CCCC1)c1ccccc1Br,6,-1,.,-3,-17,9,.,.
CC(=O)Nc1ccc(C(=O)OCCC(C)C)cc1,.,.,-20,.,-3,.,1,-7
COc1ccccc1-c1ccc2n(c1=O)C[C@H]1[C@H](CO)[C@@H](C(=O)NC3CCC3)N(C(=O)C3CCC3)[C@@H]21,-2,-3,.,.,.,12,44,.
c1ccc(-c2nn(-c3ccccc3)[n+](-c3ccccc3)n2)cc1,11,4,6,77*,.,10,.,1
